Screening results (PubChem BioAssay)
HMGR II inh: inhibitors of class II HMG-CoA reductase from Enterococcus faecalis; purified E. faecalis HMGR, NADPH absorbance 340 nm kinetic; inhibition, % at 10 µM; hit rate 0.41% among 190,000;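 active means inhibition above a set limit, the median over all tested compounds plus 3 SD, cut at about 9.5% in these data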;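 further: enzyme runs in reverse so mevalonate oxidation gives rising NADPH absorbance; 0% = complete reaction with DMSO and 100% = background rate lacking mevalonate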
STAT1 act: STAT1 signaling activation; hit rate 2.6% among 200,000; NIH 3T3 STAT1-luciferase reporter, IFN-gamma, luminescence; 100% = IFN-gamma alone, no compound; activation (% of control), % at 5.5 µM;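 active means activation above the screen-wide mean activation plus 3 SD, cut at about 130% in these data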;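 further: raw ratio to IFN-gamma control signal so 100% means no change and 0% no light; values of inactives mirror those of a sister screen read the other way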
APP 5UTR inh: APP translation inhibition | hit rate 0.82% among 190,000 | SH-SY5Y APP 5'UTR-luciferase reporter, luminescence | inhibition, % at 2 µM;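 active means inhibition above a set limit, derived from the sample mean plus 3 SD, cut at about 45% in these data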; further: values of inactives mirror those of a sister screen read the other way
DTT redox prof: compounds producing H2O2 with reducing agent – biochemical, NIH compound library profiling, artefact control for MLSCN library redox annotation, primary screen | DTT-dependent redox cycling H2O2, phenol red/HRP absorbance; 100% = 100 µM peroxide control, 0% = buffer | activation, % at 10 µM | hit rate 0.03% among 200,000;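 active means activation of at least 50% relative to the plate's high and low controls in the primary single-dose screen; inactive means activation below 50%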;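 further: compound incubated with DTT at 0.8 mM final as the reducing agent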
FLuc act counter: firefly luciferase counter-screen for stimulation assays; AID 1027; 200,000 tested, under 10 active; activation factor at 10 µM; ATPlite luciferase biochemical, luminescence, 10 min; 0 = ATP-free wells, 1 = DMSO control;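 active means luciferase activation factor, scaled between plate controls, of at least 2 with compound at 10 µM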
Target sequence (P08659 whole entry, looked up): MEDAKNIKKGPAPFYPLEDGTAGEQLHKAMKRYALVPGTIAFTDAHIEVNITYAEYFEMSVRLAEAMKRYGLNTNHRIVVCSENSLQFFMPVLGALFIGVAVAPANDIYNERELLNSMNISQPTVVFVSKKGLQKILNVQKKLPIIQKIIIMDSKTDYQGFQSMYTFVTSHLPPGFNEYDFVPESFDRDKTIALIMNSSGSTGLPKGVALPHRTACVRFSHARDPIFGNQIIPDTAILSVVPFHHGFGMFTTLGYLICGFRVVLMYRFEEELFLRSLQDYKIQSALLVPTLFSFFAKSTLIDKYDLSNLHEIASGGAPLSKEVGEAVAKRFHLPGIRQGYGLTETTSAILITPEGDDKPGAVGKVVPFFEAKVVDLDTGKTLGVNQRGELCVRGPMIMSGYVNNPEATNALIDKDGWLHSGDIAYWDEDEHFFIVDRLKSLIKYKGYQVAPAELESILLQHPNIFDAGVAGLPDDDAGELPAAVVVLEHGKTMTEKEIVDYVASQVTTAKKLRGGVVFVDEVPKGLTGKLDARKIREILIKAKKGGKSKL
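Assay system: Luciferase/luciferin reagent mix; Medium: PBS as buffer for the ATP substrate; Dosing: test compounds dosed from 2 mM stocks in 100% DMSO; Times: 10 min, room temperature; Signal: luminescence from luciferase reaction; Read-out: luciferase activation; Controls: No-ATP low control, compound-free enzyme-plus-ATP high control.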
FLuc inhib CS: Photinus pyralis luciferase inhibition counter-screen; P08659; hit rate 1.5% among 200,000; inhibition, % at 10 µM; ATPLite firefly luciferase biochemical luminescence, 10 min;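 active means inhibition above about 50% when tested at 10 µM, limit read from the data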
APP 5'UTR act: activates APP 5'UTR luciferase reporter; SH-SY5Y APP 5'UTR luciferase reporter, luminescence; zero percent = DMSO vehicle wells; activation, % at 2 µM; hit rate 1% among 190,000; AID 1276;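 active means activation above a set limit, based on mean plus 3 SD of controls, cut at about 140% in these data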; further: values of inactives mirror those of a sister screen read the other way
NF-kB neuron act: compounds increasing NF-kB expression in human neuronal cells; NF-kB reporter expression; hits give high values; fold change at 12.5 µM; hit rate 1.6% among 190,000; in the data active means fold change above about 3.3
Hsp70 activator: switches on Hsp70 transcription; activation, % at 10 µM; hit rate 0.04% among 200,000; HeLa Hsp70 promoter luciferase reporter, luminescence; scaled: vehicle 0, proteasome-inhibitor control 100%;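 active means activation above the mean across all tested compounds plus 3 SD, cutoff set per campaign, cut at about 5.5% in these data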;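 further: 100% = MG132 at 30 µM as the positive control and 0% = DMSO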
G6PDH counter: inhibits Leuconostoc G6PDH, flagging false hits in G6PDH-based assays; Purified L. mesenteroides G6PDH, diaphorase/resazurin coupled fluorescence, 45 min; inhibition, % at 5 µM; hit rate 0.12% among 200,000; AID 1020; in the data active means inhibition above about 50%
Starred values were filed as active, the others as inactive; . = not tested or not shown.

item	smiles	HMGR II inh	STAT1 act	APP 5UTR inh	DTT redox prof	FLuc act counter	FLuc inhib CS	APP 5'UTR act	NF-kB neuron act	Hsp70 activator	G6PDH counter
1	COc1ccc(CN(CCN(C)C)Cc2ccccc2)c(OC)c1	-2	97	9	-1.0	1	2	-9	1.3	-0.2	11
2	Cc1ccc(-n2nc3cc(C)c(NC(=O)c4cccnc4)cc3n2)cc1	-1	118	-15	0.9	0.7	26	15	1.3	0.0	-1
3	O=C(CN1CCN(CC(=O)Nc2ccccc2Cl)CC1)Nc1ccc2c(c1)OCCO2	-1	101	0	-1.1	1	-3	0	0.78	-0.3	9
4	CCOC(=O)c1c(C)[nH]c(C(=O)CN2C(=O)NC(CC)(c3ccccc3)C2=O)c1C (stereo unspecified)	-3	99	0	-0.6	1	-5	0	0.48	-0.1	0
5	CCc1ccc(NC(=O)CSC2=C(C#N)C(c3ccc4c(c3)OCO4)CC(=O)N2)cc1 (stereo unspecified)	.	102	-1	-0.2	.	.	1	.	-0.1	.
6	CCCNC(=O)NC1CCCc2ccccc21 (stereo unspecified)	4	96	4	0.3	1.1	-5	-4	1	-0.2	-4
7	CCOC(=O)N1CCN(C(=O)C2CCCN(S(=O)(=O)c3ccc(C)cc3)C2)CC1 (stereo unspecified)	-4	94	-9	0.1	1	0	9	1.1	-0.3	-5
8	CC(=O)CCc1oc2ccc(NC(C)=O)cc2c1-c1ccc(C)o1	-1	97	9	0.7	1	-4	-9	0.79	1.7	5
9	O=C(Nc1nc2c(s1)CCc1ccccc1-2)c1cccs1	-5	109	-44	1.1	1	-3	44	1.5	0.0	14
10	CCCCOc1ccc(C(=O)NCC2(c3ccccc3)CCOCC2)cc1	-2	97	-22	-5.1	1.1	-5	22	1.1	-0.3	2
11	C/C(Cn1cnc([N+](=O)[O-])n1)=N/NC(=O)COc1c(Cl)cc(Cl)cc1Cl	1	91	15	-0.1	1.1	-6	-15	0.86	-0.2	7
12	Cc1c(NC(=O)c2cc(-c3ccco3)on2)c(=O)n(-c2ccccc2)n1C	-5	99	-4	1.5	1	-1	4	1.2	-0.2	5
13	O=C(Cc1sc(-c2ccccc2Cl)nc1-c1ccccc1)Nc1ccccc1	0	98	.	0.3	1	-2	.	1	0.0	3
14	C=CCn1c(SCC(=O)Nc2cccnc2Cl)nnc1-c1ccc(C(C)(C)C)cc1	-7	98	-8	0.4	0.9	5	8	1	-0.2	-12
15	Cc1ccc(COc2ccc(C(=O)NN)cc2)cc1	2	116	-6	0.0	1	0	6	1.4	-0.4	11
16	COCCN(C(=S)Nc1cccc(C)c1)C(C)c1cccs1 (stereo unspecified)	0	98	-8	0.1	1	4	8	0.95	-0.4	-15
17	Cc1cccc(NC(=S)NC(=O)C(c2ccccc2)c2ccccc2)n1	.	101	-2	-3.6	.	.	2	.	-0.2	.
18	Cn1c(NC(=O)/C=C/c2ccccc2)cc(=O)n(C)c1=O	-3	139*	-47	0.7	0.8	20	47	1.9	0.1	13
19	CCN(CC)S(=O)(=O)c1ccc(NS(=O)(=O)c2ccc(OC)c([N+](=O)[O-])c2)cc1	-1	98	-12	0.0	1	-3	12	1.1	-0.2	-3
20	COC(=O)C1C(=O)C2=C(CC1C)NC(C)=C(C(=O)OC1CCCC1)C2c1ccc(N(C)C)cc1 (stereo unspecified)	-7	104	-12	0.2	1	-4	12	0.91	-0.1	2

Brought forward from above: 3 compounds; new compounds follow.
item	smiles	HMGR II inh	STAT1 act	APP 5UTR inh	DTT redox prof	FLuc act counter	FLuc inhib CS	APP 5'UTR act	NF-kB neuron act	Hsp70 activator	G6PDH counter
18	Cn1c(NC(=O)/C=C/c2ccccc2)cc(=O)n(C)c1=O	-3	139*	-47	0.7	0.8	20	47	1.9	0.1	13
19	CCN(CC)S(=O)(=O)c1ccc(NS(=O)(=O)c2ccc(OC)c([N+](=O)[O-])c2)cc1	-1	98	-12	0.0	1	-3	12	1.1	-0.2	-3
20	COC(=O)C1C(=O)C2=C(CC1C)NC(C)=C(C(=O)OC1CCCC1)C2c1ccc(N(C)C)cc1 (stereo unspecified)	-7	104	-12	0.2	1	-4	12	0.91	-0.1	2
21	O=C(C1CCCO1)N1CCN(C(=S)Nc2ccc(F)cc2)CC1 (stereo unspecified)	-2	98	-15	0.1	1	4	15	1.1	-0.3	2
22	CCOc1ccccc1NC(=O)C(=O)N/N=C/c1ccc([N+](=O)[O-])cc1	2	106	12	0.0	1.1	-6	-12	1	0.5	3
23	CCN1CCc2c(sc(N)c2C#N)C1	0	101	66*	0.7	1.1	-9	-66	0.75	0.1	-21
24	CN1c2ccccc2C(C)(C)C12CC(c1cccc(S(=O)(=O)N3CCCC3)c1)=NO2 (stereo unspecified)	-3	90	-11	0.1	1	-3	11	0.96	-0.3	14
25	CCn1c(/C=C/c2ccccc2)nc2ccccc21	3	133*	-205	-4.1	0.1	87*	205*	7*	-0.2	4
26	C/C(=N\Nc1ccc(F)cc1F)c1ccc(F)cc1	-2	113	8	3.0	1	-5	-8	1	0.0	5
27	Cc1cc(C)cc(OCC(=O)NCC2CCCO2)c1 (stereo unspecified)	-5	84	-13	0.0	1.1	-6	13	0.83	-0.3	5
28	CCOC(=O)C1=NN(C(=O)c2ccc(OC)cc2)C(O)(c2ccc(Cl)cc2)C1 (stereo unspecified)	1	108	15	-0.1	1	0	-15	1.1	-0.1	1
29	C=C(C)C1Cc2c(C)nn(-c3ccccc3)c2C1 (stereo unspecified)	0	100	-7	2.1	1	-4	7	1	0.1	2
30	C=CCN(Cc1nc(-c2cc(OC)c3c(c2)OCO3)oc1C)C1CCS(=O)(=O)C1 (stereo unspecified)	-5	98	4	-0.2	1.1	-6	-4	1.1	-0.2	5
31	O=C(CSc1ccc2nnc(-c3ccccc3)n2n1)NCC1CCCO1 (stereo unspecified)	-4	99	4	0.9	1	0	-4	1	0.2	8
32	COc1ccc(C(=O)Nc2ccncc2)c(OC)c1	0	99	13	0.3	1	-5	-13	1.3	0.1	2
33	COc1ccccc1C/C(N)=N/OC(=O)c1cccs1	-2	99	-4	-2.1	1.1	-5	4	0.95	-0.4	3
34	O=C(CC1NCCNC1=O)Nc1ccc2c(c1)OCO2 (stereo unspecified)	-3	102	-18	-1.4	1	1	18	1.1	0.2	6
35	O=C(NC1CCCCC1)c1ccccc1NC(=O)C1CC(=O)N(c2ccc(Cl)cc2)C1 (stereo unspecified)	-3	97	14	2.6	1	-1	-14	1.1	-0.1	11
36	CC(C)(C)c1nc(C(C)(C)C)c(Br)c(=O)[nH]1	-2	108	-6	0.0	1	-4	6	1.1	-0.5	2
37	CC1CN/C(=C\C(=O)c2ccc(Cl)cc2)C(=O)N1 (stereo unspecified)	-6	125	-175	3.3	0.5	51*	175*	4.7*	-0.3	4
38	C/C(=N\NC(=O)Cn1c(-c2ccccn2)nc2ccccc21)c1cccc(O)c1	-1	90	-10	1.1	1	-1	10	0.93	-0.2	2
39	COc1cccc(NC(=O)[C@@H]2CCCN2C(=O)C2CCN(S(=O)(=O)c3ccc(C)cc3)CC2)c1	-3	91	.	3.3	1	-1	.	0.96	-0.4	7
40	O=C(CN1C(=O)c2ccccc2C1=O)Nc1sc2c(c1C(=O)NCc1ccco1)CCCC2	-2	98	-7	1.7	1	-2	7	0.92	-0.3	4

Some values from the entries so far.
In G6PDH counter, #37 is entered as 4
In HMGR II inh, #23 is entered as 0

Copied from above: nos. 29–31
item	smiles	HMGR II inh	STAT1 act	APP 5UTR inh	DTT redox prof	FLuc act counter	FLuc inhib CS	APP 5'UTR act	NF-kB neuron act	Hsp70 activator	G6PDH counter
29	C=C(C)C1Cc2c(C)nn(-c3ccccc3)c2C1 (stereo unspecified)	0	100	-7	2.1	1	-4	7	1	0.1	2
30	C=CCN(Cc1nc(-c2cc(OC)c3c(c2)OCO3)oc1C)C1CCS(=O)(=O)C1 (stereo unspecified)	-5	98	4	-0.2	1.1	-6	-4	1.1	-0.2	5
31	O=C(CSc1ccc2nnc(-c3ccccc3)n2n1)NCC1CCCO1 (stereo unspecified)	-4	99	4	0.9	1	0	-4	1	0.2	8

APP 5UTR inh, what is marked active above
nr	SMILES	HMGR II inh	STAT1 act	APP 5UTR inh	DTT redox prof	APP 5'UTR act	NF-kB neuron act	Hsp70 activator
23	CCN1CCc2c(sc(N)c2C#N)C1	0	101	66*	0.7	-66	0.75	0.1

Later entries.
item	smiles	HMGR II inh	STAT1 act	APP 5UTR inh	DTT redox prof	FLuc act counter	FLuc inhib CS	APP 5'UTR act	NF-kB neuron act	Hsp70 activator	G6PDH counter
41	Cc1ccc2nsnc2c1NC(=O)c1cncc(Br)c1	-3	96	0	0.0	1	-3	0	1.1	-0.3	9
42	CN(C1CCCC1)C1CCN(C(=O)CNC(=O)/C=C/c2ccccc2)CC1	-60	99	6	-0.6	1	0	-6	1.1	-0.3	16
43	N#Cc1nc(COc2ccc(F)cc2)oc1N1CCN(Cc2ccccc2)CC1	1	102	5	-0.2	1.1	-6	-5	0.83	-0.1	-37
44	O=C(CCn1c(=S)[nH]c2ccccc2c1=O)NCCCN1CCCC1=O	-5	96	0	-0.2	1	-1	0	1	-0.3	7
45	CCn1c(SCC(=O)C(C)(C)C)nnc1-c1cccnc1	0	103	3	2.5	1	0	-3	1.4	0.0	5
46	Cc1nnc(SCC(=O)Nc2ccccc2)n(N)c1=O	3	95	-19	0.3	1	-3	19	1	0.0	7
47	CCC(=O)n1nc(NCc2ccccc2OC)nc1NCc1ccccc1OC	4	99	26	2.9	1.1	-7	-26	0.55	-0.6	-9
48	Cc1cn(S(=O)(=O)c2ccc(Br)c3ccccc23)cn1	-9	92	-2	-0.5	1.1	-8	2	1.2	-0.5	-9
49	CCc1nccn1-c1cc(C(C)(C)C)nc2c(-c3ccc(Cl)cc3)cnn12	-3	114	-7	0.2	1	-4	7	0.94	-0.3	-11
50	CC1Cc2nc(SCC(=O)Nc3ccc4c(c3)OCO4)n(Cc3ccccc3)c(=O)c2S1 (stereo unspecified)	1	109	-11	0.2	1	-4	11	1.9	0.0	-35
51	COC(=O)[C@H](C)NC(=O)Nc1cccc(C(F)(F)F)c1	3	98	14	2.6	1	2	-14	1	-0.4	4
52	CC(C)=CCN1CCN(Cc2nc(-c3ccccc3)cs2)CC1CCO (stereo unspecified)	0	102	0	-1.0	1	0	0	1.1	-0.2	7
